HKDC1 inhibitor: inhibitors of human hexokinase HKDC1 | 340,000 tested, 0.16% active | AID 493160 | inhibition, % at 20 µM | recombinant HKDC1, G6PDH/diaphorase resazurin coupled fluorescence | Q2TB90;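 active = inhibition above about 35% when tested at 20 µM, limit read from the data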;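 also: plate controls were DMSO wells with enzyme for no effect and DMSO wells lacking enzyme for full effect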
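Assay system: in-house recombinant HK5 (HKDC1) enzyme. Input: HKDC1 at 5 µg/mL. Medium: Tris pH 8.0 buffer with MgCl2, Tween-20, BSA, BME. Dosing: single 20 µM dose. Schedule: 90 min reaction incubation at room temperature, dark. Signal: resazurin-to-resorufin fluorescence via G6PDH and diaphorase coupling, 525/613 nm. Controls: DMSO-enzyme wells negative, buffer-substituted wells positive.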
UBC13 inh: blocks human UBC13 polyubiquitin chain formation | P61088 | TR-FRET | 330,000 tested, 0.47% active | inhibition, % at 20 µM; in the data active = inhibition above about 45%, passing the limit was not always enough
Target sequence (P61088 whole entry, looked up): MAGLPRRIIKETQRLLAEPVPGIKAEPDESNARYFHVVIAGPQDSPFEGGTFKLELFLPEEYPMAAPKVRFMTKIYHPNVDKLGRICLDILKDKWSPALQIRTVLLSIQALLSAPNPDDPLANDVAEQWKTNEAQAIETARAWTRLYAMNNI
SENP7 inh: inhibitors of human SENP7 protease | Q9BQF6 | recombinant SENP7, Z-RLRGG-aminoluciferin luminescence, 40 min | inhibition, % at 5 µM | 330,000 tested, 1.5% active | AID 434973;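 active = inhibition above about 50% at the single test dose, limit read from the data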;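 also: plate controls were DMSO with enzyme for no effect and no enzyme buffer wells for full effect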
Target sequence (Q9BQF6 706-1050 limits assumed): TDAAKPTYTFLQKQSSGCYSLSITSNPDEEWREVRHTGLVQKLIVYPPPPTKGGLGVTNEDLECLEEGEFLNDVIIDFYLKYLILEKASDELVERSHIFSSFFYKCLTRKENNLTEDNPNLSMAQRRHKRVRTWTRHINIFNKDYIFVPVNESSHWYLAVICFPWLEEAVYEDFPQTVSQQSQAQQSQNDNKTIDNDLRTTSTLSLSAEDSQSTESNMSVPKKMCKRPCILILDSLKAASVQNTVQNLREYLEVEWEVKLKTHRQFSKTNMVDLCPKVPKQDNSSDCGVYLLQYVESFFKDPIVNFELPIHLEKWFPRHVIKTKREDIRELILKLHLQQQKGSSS
Apaf1 inhib: inhibitors of human Apaf-1 apoptosome. reconstituted apoptosome caspase-3 activity, DEVD-Rh110 fluorescence. 330,000 tested, 0.71% active. inhibition, % at 20 µM. AID 489030; active = inhibition of at least 40% at 20 µM;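 also: plate controls were DMSO wells for no effect and DEVD-CHO caspase inhibitor wells for full effect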
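System – cell-free apoptosome with Apaf-1, procaspase-3 and caspase-9 · Buffer or medium – pH 7.5 Hepes buffer with CHAPS, BSA, DTT · Also added – cytochrome c with DEVD-Rh110 · Times – 30 min compound preincubation, 50 min activation, room temperature · Technique – Rh110 fluorescence intensity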
Jurkat NFkB inh: inhibitors of the PMA/ionomycin-induced NF-kB reporter in Jurkat cells; PMA/ionomycin-induced NF-kB luciferase reporter, luminescence; 330,000 tested, 0.53% active; inhibition, % at 4 µM; AID 435003
Gli-Sufu block: antagonists of Gli-Sufu signaling; Sufu-KO-LIGHT fibroblasts, Gli luciferase reporter luminescence; inhibition, % at 5 µM; 340,000 tested, 0.74% active; AID 588413;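 active = inhibition above about 55%, limit read from the data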;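 also: 0% = DMSO-treated cells and 100% = wells with medium but no cells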
697 NFkB inh: lowers PMA/ionomycin-induced NF-kB signal in 697 B cells; 697 B-cell NF-kB luciferase reporter, 16 h; inhibition, % at 4 µM; AID 435022; 330,000 tested, 0.33% active; in the data active = inhibition above about 35%
SENP8 block: blocks the human protease SENP8; inhibition, % at 10 µM; Q96LD8; AID 2540; purified SENP8, Z-RLRGG-aminoluciferin cleavage, luminescence; 330,000 tested, 1.2% active
Target sequence (Q96LD8 whole entry, looked up): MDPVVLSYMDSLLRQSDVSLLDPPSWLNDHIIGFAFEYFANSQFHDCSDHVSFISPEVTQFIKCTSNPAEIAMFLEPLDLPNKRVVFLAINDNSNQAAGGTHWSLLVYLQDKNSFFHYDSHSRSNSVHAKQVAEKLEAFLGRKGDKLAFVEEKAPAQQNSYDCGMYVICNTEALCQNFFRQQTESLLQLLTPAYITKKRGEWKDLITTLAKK
* hit, by the source's call; / = no result given. Rule as the data show it, unless noted: active = inhibition above about 50%; inactive = the rest. Rows were taken by chance; 3.6% or so of the library scored in one or more.

Compound	HKDC1 inhibitor	UBC13 inh	SENP7 inh	Apaf1 inhib	Jurkat NFkB inh	Gli-Sufu block	697 NFkB inh	SENP8 block
O=C(COc1ccc(-c2ccccc2)cc1)N1CCN(S(=O)(=O)Cc2ccccc2)CC1	-6.0	3.8	5.7	16.7	21.8	-24.7	-29.0	-1.2
CC(=O)N/C(=C\c1ccccc1)C(=O)OC/C=C/c1ccccc1	-0.7	10.6	-1.1	0.5	0.3	-49.2	8.1	2.6
COC(=O)CCC(=O)NNC(=O)CCC(=O)Nc1cccc(Cl)c1C	-1.1	-6.4	1.8	7.5	1.3	-4.5	1.6	4.7
Cc1ccc(NC(=O)Nc2ncccc2C)cc1	0.6	10.0	14.7	13.5	-70.3	-81.8	-59.5	-4.1
COc1cc(C)c(S(=O)(=O)n2nnc3ccccc32)cc1C	-7.2	1.7	9.9	0.5	-5.3	-9.2	7.7	0.9
COc1ccc(C(CNC(=O)CSc2ccccc2F)N2CCOCC2)cc1 (stereo not given)	0.9	5.6	-13.5	17.1	-10.3	38.4	-20.4	-5.8
O=C(CCN1C(=O)c2ccccc2C1=O)C1=NN[C@@H]2C(=O)N(c3cccc(F)c3)C(=O)[C@H]12	-5.5	3.8	1.2	-1.6	-0.5	14.8	27.8	3.6
CCOC(=O)CNC(=O)CSc1nnc(-c2cccc(C)c2)n1-c1ccc(OC)cc1	-7.8	1.6	-2.2	-0.2	19.4	-1.9	5.4	-2.6
Cn1ncc(N=Cc2ccccc2O)c1C(=O)Nc1ccccc1	-3.5	6.1	-7.3	-0.2	0.6	4.0	-7.3	-3.9
CC(C)NC(=O)CSc1nncn1-c1ccccc1	-1.5	-1.2	-2.3	-4.5	2.9	-1.1	-3.8	1.8

Compound profiles, from the list above.
Entry for CC(C)NC(=O)CSc1nncn1-c1ccccc1 = HKDC1 inhibitor = -1.5; UBC13 inh = -1.2; SENP7 inh = -2.3; Apaf1 inhib = -4.5; Jurkat NFkB inh = 2.9; Gli-Sufu block = -1.1; 697 NFkB inh = -3.8; SENP8 block = 1.8
Entry for COc1ccc(C(CNC(=O)CSc2ccccc2F)N2CCOCC2)cc1 (stereo not given) = HKDC1 inhibitor = 0.9; UBC13 inh = 5.6; SENP7 inh = -13.5; Apaf1 inhib = 17.1; Jurkat NFkB inh = -10.3; Gli-Sufu block = 38.4; 697 NFkB inh = -20.4; SENP8 block = -5.8

(list continues)
Compound	HKDC1 inhibitor	UBC13 inh	SENP7 inh	Apaf1 inhib	Jurkat NFkB inh	Gli-Sufu block	697 NFkB inh	SENP8 block
COc1ccc(/C(O)=C2\C(=O)C(=O)N(Cc3ccco3)C2c2cc(OC)ccc2OC)cc1 (stereo not given)	-1.2	-7.1	5.9	-3.6	2.0	3.3	8.9	-6.4
Cc1ccc(OCCCNCCO)c(Br)c1	-6.1	-8.3	-8.1	10.3	80.7*	-0.9	-8.0	-8.7
CCN(c1ccc(NC(=O)CCNC(=O)c2ccco2)cc1)C(C)C	-7.0	-5.4	-7.9	6.0	-6.3	-3.2	2.5	-10.3
COc1cccc(/C=N/Nc2cc(-n3nc(C)cc3-c3ccccc3)ncn2)c1O	6.4	-27.9	-8.8	24.2	18.9	40.7	1.5	-11.0
COc1ccc(C2=CC(=O)CCC2)cc1	-0.8	0.5	0.5	1.5	-14.7	-13.9	2.3	-6.5
COCCCNC(=O)c1cc(C(=O)c2c(-c3c(Cl)cccc3Cl)noc2C)c[nH]1	-1.5	-14.8	-14.6	7.0	2.5	-28.2	-30.7	3.6
O=C(NCc1ccc(F)cc1)C(c1ccco1)N(C(=O)c1csnn1)c1ccccc1 (stereo not given)	1.2	4.1	0.1	-0.4	-11.3	-14.4	-0.9	3.6
O=S1(=O)[C@H]2C[C@@H]3C=C[C@@]2(CN1Cc1cccc(Cl)c1)O3	-4.7	-10.0	8.1	4.4	-2.0	-3.2	21.9	-6.5
CC(C)Cn1cnc2c(=O)oc3ccccc3c21	-6.9	-3.0	-9.7	-4.7	-6.1	-2.3	-3.1	-3.8
COc1ccc(CNC(=O)COC(=O)CCC2CCCCC2)cc1	-1.7	-9.3	-1.3	13.2	-13.1	5.0	-29.5	-13.8

Continued.
Compound	HKDC1 inhibitor	UBC13 inh	SENP7 inh	Apaf1 inhib	Jurkat NFkB inh	Gli-Sufu block	697 NFkB inh	SENP8 block
CC(=O)c1cn(CC(=O)NCc2ccc3c(c2)OCO3)c2ccccc12	6.3	13.9	-9.8	11.1	-6.7	13.3	-41.4	-13.3
CN1CCN(CC(=O)Nc2ccc(OC(F)(F)F)cc2)CC1	-0.4	-3.7	-8.8	4.5	-17.8	-0.4	13.2	-4.1
COCCn1nnnc1C(C(C)C)N1CCCC(C)C1 (stereo not given)	4.4	-3.6	1.7	3.1	-14.6	6.7	-25.4	4.4
CCOc1ccc(N(C)S(=O)(=O)c2ccc(-c3ccc(=O)[nH]n3)s2)cc1	-1.2	-7.5	3.0	9.2	-4.7	-23.6	-7.9	1.4
COc1ccc2[nH]c3c(c2c1)CCN1C(=O)C(CC(=O)NCC24CC5CC(CC(C5)C2)C4)C[C@H](C(=O)N2CCOCC2)[C@@]31C (stereo not given in full)	-6.0	/	5.7	17.3	/	2.9	28.6	/
COc1ccc(N=C2SC(C(=O)N3CCN(c4ccc([N+](=O)[O-])cc4)CC3)CC(=O)N2C)cc1 (stereo not given)	-1.9	-5.9	5.1	7.3	6.5	17.3	0.4	-1.0
COC(=O)[C@H](CCSC)NC(=O)NCCC1=CCCCC1	-0.4	8.2	-3.9	-11.2	15.0	-2.5	11.9	-1.8
O=C(c1cccc(F)c1)N1CCN(c2cc(N3CCCCC3)c(F)cc2[N+](=O)[O-])CC1	3.5	-28.2	-10.1	22.7	12.4	10.7	0.2	-7.2
COc1ccc(-c2[nH]ncc2CN2CCN(c3ccc(F)cc3)CC2)cc1	-2.5	3.1	8.2	2.7	-2.6	/	-25.8	-6.2
Cc1cccc2c1cnn2C(=O)Nc1ccccc1Br	-1.1	-1.5	0.2	-18.9	-23.5	-74.1	-23.1	-5.9

The list continues:
Compound	HKDC1 inhibitor	UBC13 inh	SENP7 inh	Apaf1 inhib	Jurkat NFkB inh	Gli-Sufu block	697 NFkB inh	SENP8 block
O=C(COc1cccnc1[N+](=O)[O-])Nc1ccc2c(c1)CCC2	-2.0	-2.8	8.5	-14.6	-2.4	-1.3	-3.2	-2.5
Cc1cc(NCc2ccc3c(c2)OCO3)n2nc(C)nc2n1	0.7	-0.8	-2.3	-8.7	-19.2	-7.3	14.4	7.4
CCOc1cc(C2C(C#N)=C(N)OC3CCCC(=O)C32)ccc1OCCN1CCOCC1 (stereo not given)	-15.3	4.3	-7.2	-3.5	10.0	-3.2	23.8	0.3
Cc1ccc(-c2nc(Cl)nc3ccccc23)cc1	16.4	20.7	3.1	6.7	-4.0	-5.3	11.2	7.7
O=C(Oc1ccc(C(=S)N2CCCCC2)cc1)c1ccccc1F	-11.6	-21.8	-10.4	8.3	-12.5	-9.8	-20.1	-14.5
Cc1ccc(S(=O)(=O)NNC(=O)NC23CC4CC(CC(C4)C2)C3)cc1	-1.1	3.2	1.8	-1.3	12.7	1.7	-27.4	9.4
CCOc1ccc(OCCn2c(=S)[nH]c3c(N)ncnc32)cc1	-2.8	-5.6	2.0	3.4	-6.7	1.8	3.1	2.5
[N-]=C=C1C(=O)NC(=O)C([n+]2ccc(-c3ccncc3)cc2)C1c1ccccc1C(F)(F)F (stereo not given)	28.6	-30.2	7.2	25.6	-1.7	9.1	2.0	5.0
CCc1cccc(C)c1NC(=S)N(CCCN1CCN(C)CC1)Cc1cccs1	-3.7	12.8	1.1	-6.0	-7.3	0.5	1.1	-2.8
CN(Cc1ccc(Br)cc1)C(=O)CCN1C(=O)c2cccc([N+](=O)[O-])c2C1=O	-5.7	1.1	-4.6	8.8	-28.0	-9.0	11.7	5.2

Remaining list, next part
Compound	HKDC1 inhibitor	UBC13 inh	SENP7 inh	Apaf1 inhib	Jurkat NFkB inh	Gli-Sufu block	697 NFkB inh	SENP8 block
CC(Sc1nnc(-c2ccccc2F)n1C)C(=O)NC1CCCCC1 (stereo not given)	-5.9	7.9	0.1	-1.0	-6.3	-6.5	8.1	14.6
Cc1cc(C)c(C)c(C(=O)CSc2nnc(-c3ccc4[nH]c(C)c(C)c4c3)o2)c1C	-3.7	-10.8	-5.6	2.6	7.6	-4.6	8.1	-2.6
Cn1c(=O)c2c(ncn2CC(=O)N/N=C/c2ccc(Br)s2)n(C)c1=O	-2.5	0.9	-11.2	1.6	12.8	11.7	23.7	-0.3
O=c1[nH]c2c(s1)C=Nc1ccccc1N2	-5.4	-352.2	2.9	-5.9	-8.3	3.0	-6.4	-0.2
Cc1cccc(NC(=O)N(Cc2nc3ccccc3c(=O)[nH]2)C2CCCC2)c1	-0.6	4.8	-0.4	8.3	-5.6	-1.3	13.1	-5.8
CCN(CC)C(=O)c1cccc2nc3ccccc3nc12	-2.9	-13.7	-3.0	-4.3	4.5	2.7	15.9	8.4
CN(CC(=O)Nc1ccccc1Cl)C(=O)COC(=O)/C=C/c1cccs1	-5.1	-0.8	0.6	-6.3	-10.5	-1.7	16.1	2.2
CS(=O)(=O)N1CCN(c2ccccc2NC(=S)NC(=O)c2ccccc2[N+](=O)[O-])CC1	-0.9	2.4	2.3	1.1	-5.6	-1.4	16.4	0.4
NC(=O)C1CCN(C(=O)c2cc3c(s2)CCCC3)CC1	5.6	-6.8	-5.3	5.4	-3.1	-83.5	-157.2	-10.1
Cn1c(-c2cc3ccc(OC(=O)C(C)(C)C)cc3oc2=O)nc2ccccc21	9.4	10.1	11.1	17.6	-44.3	-49.6	-73.5	-9.9

Further compounds:
Compound	HKDC1 inhibitor	UBC13 inh	SENP7 inh	Apaf1 inhib	Jurkat NFkB inh	Gli-Sufu block	697 NFkB inh	SENP8 block
Clc1ccc(Oc2nc(N3CCOCC3)nc(N3CCOCC3)n2)c(C2CCCCC2)c1	-2.2	-2.6	1.3	-12.4	3.1	6.1	6.5	2.3
CC(C)C[C@@H](C(=O)NCc1ccco1)N1C(=O)N2CCc3c([nH]c4ccccc34)[C@@]2(C)C1=O	14.9	-2.1	-1.2	2.6	-4.2	1.5	9.2	2.0
COc1ccc(CCNC(=O)NC2CCCCC2)cc1	-4.2	6.0	3.7	4.6	-14.9	-6.2	-0.6	0.2
COc1ccc(-n2nc(C(=O)NCC(=O)N3CCN(Cc4ccc5c(c4)OCO5)CC3)c3ccccc3c2=O)cc1OC	-3.3	-1.0	5.4	4.3	-3.0	5.3	14.4	-3.1
O=C(O)c1ccc(S(=O)(=O)Nc2ccc3c(c2)OCCO3)cc1	-5.6	-11.3	3.5	3.4	-7.6	6.5	-43.5	10.7
COc1ccc(-c2csc(NC(CO)c3nc4ccccc4n3CCCO)n2)cc1 (stereo not given)	-2.9	2.9	-2.2	0.7	0.7	9.8	-10.7	-0.6
